# Source: PubChem
# MgcRacGAP inhibition – MgcRacGAP GTPase-activating activity inhibitors, confirmation, biochemical, ADP Hunter fluorescence. MgcRacGAP-stimulated Rac1 GTP hydrolysis, ADP Hunter fluorescence; higher % means a stronger effect; GST-tagged Rac1 F28L mutant substrate. inhibition, % at 30 µM, or IC50 in µM where a hit was titrated. actives 0.6% (n = 340,000). AID 624330;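 active = first-screen hits whose inhibition reached a set limit at any dose in the follow-up dose series; inconclusive = inhibition above the set first-screen limit but never retested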;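 also: fluorescence reports GDP produced by GAP-driven GTP hydrolysis; strong numbers were not always called active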
# Hep lipid drop – hepatic lipid droplet formation modulation. actives 0.4% (n = 240,000). inhibition, % at 6.5 µM. AML12 mouse hepatocytes, oleate lipid droplets, BODIPY imaging;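 active = lipid droplet intensity inhibited by at least 50%, with more than 500 cells counted; inconclusive = wells with under 300 cells, treated as cytotoxic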
#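 material = mouse AML12 hepatocyte cell line, fixed after treatment | also added = 100 µM oleic acid challenge | doses = compound at 6.5 µM only | schedule = overnight exposure | technique = Image-based BODIPY and DAPI two-channel analysis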
# GPR55 LPI antagonism – GPR55 antagonists blocking LPI-driven arrestin recruitment, primary screen, imaging, U2OS, beta-arrestin-GFP, LPI agonist (AID 2013); U2OS GPR55 beta-arrestin-GFP translocation imaging, LPI antagonism; higher % means a stronger effect; actives 0.13% (n = 290,000); inhibition, % at 10 µM; hits with a dose series show IC50 in µM;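 active = spots per cell inhibited over 60%, with over 100 cells counted and total cytoplasm intensity under 500,000; inconclusive = wells with under 100 cells, flagged as likely toxic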;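 also: U2OS cells stably carrying GPR55 and arrestin-GFP stimulated by 5 µM LPI near EC80; imaged beta-arrestin-GFP aggregate spots per cell after agonist stimulation; plate controls were LPI-stimulated DMSO wells for no effect and DMSO wells without LPI for full effect; some results filed as inactive read as strong as hits; confirmed hits need IC50 under 10 µM and bright autofluorescent wells are also inconclusive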
# NTR1 ag – NTR1-driven beta-arrestin-GFP spot formation – imaging, U2OS cells, high content, primary screen (AID 493036); actives 0.17% (n = 330,000); agonist mode; P30989; activation, % at 20 µM;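 active = activation at or above 40% of the spot to cytoplasm intensity ratio, with at least 20 cells analyzed; inconclusive = wells under 20 cells, flagged as cytotoxic or low count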;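 also: 0% = DMSO without peptide and 100% = 100 nM NTR1 peptide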
# Target sequence (P30989 whole entry, looked up): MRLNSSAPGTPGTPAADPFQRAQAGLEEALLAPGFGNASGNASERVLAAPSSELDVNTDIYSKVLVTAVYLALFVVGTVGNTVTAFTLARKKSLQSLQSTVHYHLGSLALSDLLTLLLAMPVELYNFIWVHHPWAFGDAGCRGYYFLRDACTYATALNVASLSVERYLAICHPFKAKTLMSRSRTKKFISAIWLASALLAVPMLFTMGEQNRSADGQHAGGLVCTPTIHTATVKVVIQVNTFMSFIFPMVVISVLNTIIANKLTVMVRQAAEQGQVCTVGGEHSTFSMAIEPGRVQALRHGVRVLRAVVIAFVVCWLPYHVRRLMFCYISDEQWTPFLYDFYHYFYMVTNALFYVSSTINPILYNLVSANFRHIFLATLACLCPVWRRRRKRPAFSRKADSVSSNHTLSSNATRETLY
# GPR55 beta-arrestin – selective activators of receptor GPR55 – imaging, U2OS cells, beta-arrestin-GFP redistribution, primary screen (AID 1961); U2OS GPR55 beta-arrestin-GFP redistribution imaging; higher % means a stronger effect; one-dose activation, % at 10 µM; EC50 in µM for titrated hits; actives 0.048% (n = 290,000);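 active = activation above 40% with more than 50 cells counted in the well; inconclusive = wells holding fewer than 50 cells, flagged as toxic or sparse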;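 also: U2OS osteosarcoma cells stably expressing GPR55 and beta-arrestin-GFP; plate controls were DMSO negative control for no effect and LPI positive control for full effect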
# GPR35 arrestin U2OS – GPR35 antagonists blocking zaprinast-driven arrestin recruitment, primary screen, imaging, U2OS, beta-arrestin-GFP, zaprinast agonist (AID 2058); U2OS GPR35 beta-arrestin-GFP translocation imaging, zaprinast antagonism; higher % means a stronger effect; inhibition, % at 10 µM; hits with a dose series show IC50 in µM; actives 0.052% (n = 290,000);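 active = inhibition of at least 50% with at least 30 cells and total cytoplasm GFP at most 10,000,000; inconclusive = under 30 cells or total GFP of 10,000,000 plus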
# SV40 large T antigen – SV40 large T antigen inhibitors, biochemical (AID 1903); SV40 large T antigen ATPase/helicase inhibition assay; higher % means a stronger effect; inhibition, % at 20 µM, or IC50 in µM where a hit was titrated; actives 0.39% (n = 310,000); in the data active = a potency from the dose series; inconclusive = inhibition mostly from about 32% at the one dose, without a potency; inactive = the rest, 99 in 100 with inhibition below about 32%; also: strong numbers were not always called active
# LYP inhibition – inhibitors of LYP phosphatase, biochemical, fluorescence intensity, uHTS (AID 1779) | recombinant LYP phosphatase, fluorescence intensity; higher % means a stronger effect | inhibition, % at 11.5 µM, or IC50 in µM where a hit was titrated | actives 0.054% (n = 290,000); in the data active = inhibition above about 50%;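 also: plate controls were vehicle with enzyme for no effect and no enzyme for full effect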
# T cell modulator – T cell immune modulation candidate; actives 0.068% (n = 330,000); 2C CD8+ T cell-vesicle binding, flow cytometry; active compounds read low; calls only at 7 µM;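 active = response, share of CD8 T cells binding vesicles, and their 90th percentile fluorescence all below set limits, cut at about 80% in these data, passing the limit was not always enough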
#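 System: murine 2C transgenic CD8+ T lymphocytes; also added: QL9-loaded Drosophila micro-vesicles; times: binding 1.5 h at 37 °C; measured by: flow cytometry, PE anti-B7-1 (FL2) versus Alexa647 anti-CD8 (FL8), PFA-fixed; control set: Peptide-free naked vesicles (low) and QL9 vesicles with 0.7% DMSO vehicle (high)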
# Hep lipid drop cells 6.5 µM – second read-out of Hep lipid drop, no call of its own (marks repeat the call); cell count; measured here: cell count, cytotoxicity flag;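 cells counted across two imaged fields per well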
# T cell modulator vesicle-bound % – further read-out of T cell modulator, marked with its call; double positive events, %; measured here: CD8+ vesicle-bound cell fraction;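 binding gate set so that unloaded-vesicle control wells show 10% double positive cells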
# NTR1 ag cell count 20 µM – recorded beside NTR1 ag, whose call it bears; cell count; measured here: cell count, cytotoxicity flag
# * hit, by the source's call; i = inactive; ? = inconclusive; nt = no result given.
no.	SMILES	MgcRacGAP inhibition	Hep lipid drop	Hep lipid drop cells 6.5 µM	GPR55 LPI antagonism	NTR1 ag	NTR1 ag cell count 20 µM	GPR55 beta-arrestin	GPR35 arrestin U2OS	SV40 large T antigen	LYP inhibition	T cell modulator	T cell modulator vesicle-bound %
1	CN1CCOc2cc(S(=O)(=O)Nc3ccc(F)cc3)ccc21	1%	nt	nt	18%	-0.1	72	-0.1%	10%	nt	-2%	i	55
2	O=S(=O)(NCCS(=O)(=O)N1CCN(c2ccccc2)CC1)c1ccccc1	-3%	13	780	4%	-1.2	53	-0.2%	-2%	2%	-8%	i	1
3	COc1ccc(CC(NC(C)=O)C(=O)N2CCN(C(=O)Nc3cccc(Cl)c3)CC2)cc1OC (stereo not given)	-4%	16	760	3%	-0.5	63	-0.3%	-4%	8%	-8%	i	61
4	Cc1cc2ccccc2c(=O)n1CC(=O)NCC(=O)N(C)C1CCCCC1	6%	-13	689	4%	-0.1	81	-0.1%	-1%	10%	-13%	i	49
5	Cc1ccc2nc(Cl)c(CN(C(=O)c3cnccn3)C3CCCCC3)cc2c1	1%	nt	nt	2%	1.4	34	-0.2%	11%	2%	14%	i	37
6	CCOc1ccc(C(C(=O)NC(C)(C)C)N(CCOC)C(=O)CCC(=O)Nc2nccs2)cc1 (stereo not given)	3%	33	807	0%	-0.8	46	-0.3%	16%	13%	-6%	i	28
7	Cc1cccc(C)c1NC(=O)Cn1c(=O)n(CCC(=O)NCc2ccco2)c(=O)c2sccc21	9%	nt	nt	0%	0.1	77	0.0%	10%	1%	-1%	i	7
8	CCOc1cccc(C(=O)Nc2ccc(NC(=O)c3ccccc3)c(C)c2)c1	7%	7	784	-10%	0.7	67	1.1%	-1%	11%	-5%	i	13
9	Cc1cc(NC(=O)C2C3C(=O)N(CC4CCCO4)C(C(=O)NCc4ccccc4)C34C=CC2(C)O4)no1 (stereo not given)	9%	-2	708	-4%	2.3	53	-0.2%	-6%	23%	2%	i	50
10	Cc1cc(C)n2c(Br)c(CN3CCCC(C)C3)nc2n1 (stereo not given)	7%	-5	676	0%	1.1	52	0.2%	-3%	2%	-11%	i	10
11	COCCNC(=O)CN(C(=O)Cn1nnc2ccccc21)c1ccccc1C	-1%	0	736	16%	-0.2	42	0.2%	6%	4%	-4%	i	14
12	O=C(NCCc1cccnc1)C1CCC(=O)N(Cc2ccc(Cl)cc2)C1 (stereo not given)	-11%	7	641	-4%	-0.5	57	-0.2%	-15%	nt	-7%	nt	nt
13	COc1ccc(/C=C(\CC(=O)O)c2nc3ccccc3o2)cc1	6%	9	585	-7%	0.1	32	-0.2%	19%	15%	3%	i	47
14	Cc1oc(/N=C/c2ccc3c(c2)OCO3)c(C#N)c1C	3%	nt	nt	14%	-1.5	70	0.2%	4%	23%	-8%	i	15
15	Cc1ccc(NC(=O)c2cc(CC(C)C)nc3ccccc23)cc1	11%	3	831	6%	0.3	52	-0.3%	-2%	3%	-3%	i	51
16	COC(=O)CNC(=O)COC(=O)/C=C/c1ccc(F)cc1	-9%	4	634	1%	0.8	49	0.1%	-7%	13%	-8%	i	19
17	CC1(C)Cc2cccc(OCC(=O)N3CCN(c4ccc([N+](=O)[O-])cc4)CC3)c2O1	7%	0	672	7%	-0.7	71	-0.3%	-6%	13%	1%	i	48
18	Cc1cc(NC(=O)CSc2nc3cc(C)c(C)cc3cc2C)no1	-2%	1	843	8%	4.4	49	-0.2%	2%	5%	-6%	i	20
19	CCOC(=O)c1sc(-c2ccccc2)cc1NC(=O)Nc1ccc([N+](=O)[O-])cc1	4%	0	605	9%	2.3	48	-0.3%	1%	3%	-10%	i	17
20	NC(=O)c1nsc(C(=O)N(c2ccccc2F)C(C(=O)NCc2ccccc2)c2ccc(O)cc2)c1N (stereo not given)	7%	-10	717	2%	0.1	50	-0.1%	8%	4%	-8%	i	37
21	O=C(Nc1cc(Sc2ccccn2)cc([N+](=O)[O-])c1)c1ccc(Cl)cc1	-19%	nt	nt	20%	17	39	0.0%	12%	-11%	2%	i	46
22	COc1cc(C(=O)Nc2sc3c(c2C(=O)O)CCC3)cc(OC)c1OC	5%	2	743	-5%	0.2	69	0.6%	8%	13%	-7%	i	23
23	CC1Nc2ncnc(N3CCN(c4ccccc4)CC3)c2N(Cc2ccccc2)C1=O (stereo not given)	3%	nt	nt	nt	1.3	68	nt	nt	7%	nt	i	36
24	COc1ccc(-n2nc3c(c2NC(=O)COc2cccc(OC)c2)CS(=O)(=O)C3)cc1	9%	-1	713	14%	1.5	74	-0.2%	3%	5%	-11%	i	29
25	Cc1ccc(-n2nnnc2SCC(=O)NNC(=O)c2ccco2)c(C)c1	8%	nt	nt	-4%	-0.2	49	-0.1%	4%	3%	-7%	i	20
26	CCOc1cc(NC(=O)C2CCCCC2)c(OCC)cc1NC(=O)c1ccccn1	11%	2	639	2%	5.8	92	-0.1%	-3%	9%	7%	i	64
27	COc1cc(C(=O)NCC2CCCO2)ccc1OCc1c(C)noc1C (stereo not given)	4%	nt	nt	-1%	0.5	60	-0.2%	20%	0%	-2%	i	54
28	CCOC(=O)N1CCN(C(=O)CSCc2ccccc2)CC1	3%	-2	656	5%	0.2	59	-0.1%	12%	4%	-10%	i	46
29	CCOc1ccccc1CN1CCN(Cc2ccc3cc(F)ccc3n2)CC1CCO (stereo not given)	7%	-18	811	9%	0.7	60	-0.1%	-5%	9%	-10%	i	54
30	O=C(CSCCOc1ccccc1)NCc1ccncc1	-2%	12	727	10%	-0.1	35	1.0%	15%	7%	-7%	i	63
31	CCCc1nc2oc3c(NCCCN(C)C)ncnc3c2c2c1CCCC2	nt	?	nt	6%	5.6	51	-0.2%	21%	8%	-6%	i	46
32	CCOc1ccc(-c2nnn(CC(=O)c3ccc4c(c3)OCCO4)n2)cc1OCC	3%	nt	nt	0%	3.5	46	-0.2%	2%	6%	-4%	i	12
33	CCOc1ccccc1C1C(C(=O)OC)=CN(C)C=C1C(=O)OC	4%	nt	nt	-4%	-1.0	78	-0.1%	8%	7%	1%	i	58
34	COC(=O)c1ccc(NC(=O)COC(=O)C2CC(=O)N(Cc3ccccc3)C2)cc1 (stereo not given)	5%	-7	685	18%	0.5	40	-0.3%	-2%	1%	8%	i	24
35	O=C(N/C(=C\c1cccnc1)C(=O)N1CCOCC1)c1cccc(Br)c1	8%	nt	nt	-3%	2.3	66	0.3%	21%	4%	-13%	i	20
36	Cc1nn(C/C(C#N)=N\O)c(C)[n+]1N	1%	2	805	1%	-0.9	92	-0.1%	-2%	-6%	4%	i	45
37	CC(C)CC(=O)NC(=S)Nc1ccc(F)cc1F	3%	-1	664	0%	0.2	105	-0.1%	15%	4%	-2%	i	51
38	CCOC(=O)c1ccc(NC2c3ccccc3C(=O)N2c2ccc(C)cn2)cc1 (stereo not given)	0%	nt	nt	12%	5.2	96	-0.1%	17%	1%	1%	i	27
39	CCOc1ccc(OCC)c(-c2c(=O)n(OCc3ccc(Cl)cc3)c3ccccc3[n+]2[O-])c1	5%	nt	nt	-22%	1.1	77	0.2%	-10%	2%	-1%	i	14
40	O=C(Cc1ccccc1)NN1CCCCC1	3%	5	800	6%	1.1	49	-0.1%	-4%	-2%	-16%	i	12
41	CCc1ccc(OCc2nnc(SCC(=O)Nc3cccc(C(=O)N4CCOCC4)c3)o2)cc1	3%	-21	634	-1%	-1.4	83	0.7%	-4%	51%	0%	i	55
42	CCn1c(CC(=O)Nc2ccc(C)cc2)nnc1SCC(=O)NCc1ccccc1	0%	-13	709	10%	1.2	80	-0.1%	2%	5%	0%	i	45
43	O=S(=O)(NCc1ccc(F)cc1)c1ccc(-c2cnc(C3CC3)o2)cc1	1%	-28	703	-13%	-0.1	67	-0.2%	-9%	5%	-14%	i	19
44	Cc1[nH]nc(N=CC2=C(O)CC(C)(C)CC2=O)c1-c1ccc(Cl)cc1	8%	10	660	-4%	3.0	99	-0.1%	-14%	-1%	15%	i	35
45	COc1ccc(S(=O)(=O)NCCC(=O)NCc2ccccc2)cc1	0%	nt	nt	31%	-0.8	83	0.0%	4%	-1%	-1%	i	9
46	Cc1c(NC(=S)NC(NC(=O)C(C)(C)C)C(Cl)(Cl)Cl)c(=O)n(-c2ccccc2)n1C (stereo not given)	7%	0	715	-2%	3.3	82	-0.2%	2%	3%	-7%	i	80
47	CN(C)C(=O)c1c(-c2ccccc2)oc2ccc(O)cc12	24%	nt	nt	13%	-0.1	57	0.2%	-21%	47µM*	-1%	i	18
48	Cc1nc(SCc2ccccc2)c2ccsc2n1	8%	12	724	0%	4.1	52	-0.4%	-4%	-4%	-5%	i	36
49	CCCn1c(=O)n(N)c2ccccc21	8%	-7	717	-10%	-0.1	56	-0.1%	-5%	6%	3%	i	28
50	O=C(O)CCCNC(=O)/C(=C\c1ccc(Cl)cc1)NC(=O)c1ccccc1Br	-4%	2	737	4%	0.9	21	0.2%	-2%	16%	4%	i	14

# Next part.
no.	SMILES	MgcRacGAP inhibition	Hep lipid drop	Hep lipid drop cells 6.5 µM	GPR55 LPI antagonism	NTR1 ag	NTR1 ag cell count 20 µM	GPR55 beta-arrestin	GPR35 arrestin U2OS	SV40 large T antigen	LYP inhibition	T cell modulator	T cell modulator vesicle-bound %
51	COc1cc2ccccc2cc1C(=O)Nc1ccc(O)cc1	3%	-1	833	0%	3.9	45	0.5%	-1%	2%	-6%	i	33
52	CCCc1cc(=O)oc2cc(OCC(=O)NCc3ccccn3)ccc12	11%	-2	688	5%	-0.8	53	0.4%	-3%	10%	-10%	i	9
53	Cc1cccc(C(=O)NCc2ccc(S(N)(=O)=O)cc2)c1[N+](=O)[O-]	4%	-2	617	-15%	-1.8	46	-0.3%	-13%	20%	-8%	i	37
54	COc1ccc(/C=C/C(=O)Nc2cc(C)on2)cc1	8%	1	661	7%	-1.2	46	0.1%	5%	6%	-4%	i	42
55	Cn1ncc(N=Cc2ccc([N+](=O)[O-])cc2)c1C(=O)N1CCOCC1	12%	12	792	-11%	-0.2	54	0.3%	6%	26%	4%	i	30

# An unsorted share of the library, and some 1.8% of all compounds hit somewhere here.
